SMN2 splice up = increases expression of the SMN2 splice variant; Potency, µM (doses to about 46.1 µM), without a hit: top-dose activity change, positive = activation, actives largely listed as activators; AID 1458; HEK293 SMN2-luciferase splicing reporter, luminescence, 30-36 h; hit rate 2.8% among 210,000; further: % of control where 0% means no effect; nearly all actives have a fitted effect of over 55% in size
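HEK293 cells carry an SMN2 […]–luciferase reporter in which exon 7 inclusion puts luciferase in frame. Cells were plated 10-12 h before compound addition, then incubated 30-36 h at 37C. ONE-Glo luminescence was read; sodium butyrate at 4.5 mM final served as control.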
KinaseGlo FLuc = Kinase-Glo luciferase inhibition (counter-screen) | Q27757 | Kinase-Glo luciferase, ATP luminescence, 8 min | Potency, µM (doses to about 38.3 µM), for inactives: at the highest dose activity change, negative = inhibition, usual class: inhibitors | hit rate 0.28% among 200,000 | AID 1379; further: on the % scale 0 is the no-effect control and ±100 the full control effect; nearly all actives have a fitted effect of over 60% in size
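Compound is pinned into ATP-containing buffer (10 uM ATP, imidazole pH 7.2, 7 mM MgCl2). Kinase-Glo luciferase reagent is then added. Light output is recorded following an 8-min room-temperature incubation.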
RECQ1 helicase = inhibitors of human RECQ1 DNA helicase | hit rate 0.54% among 240,000 | Potency, µM (series often up to 57.3 µM), without a hit: top-dose activity, negative = inhibition, actives largely listed as inhibitors | RECQ1 DNA unwinding, red fluorescence kinetic read | P46063;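 further: plate controls were vehicle for no effect and no enzyme for full effect; nearly all actives have a fitted effect of over 30% in size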
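RECQ1T1 50 nM; forked duplex (20 bp + 30-nt ss tails) 200 nM, ATP 2 mM final; pH 8.0, 2 mM MgCl2, 2.5 ug/ml poly(dI-dC); 15 min compound preincubation; discontinuous kinetic read over 2 h at RT.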
NPSR antagonist = neuropeptide S receptor (human) antagonism, cAMP; Q6W5P4; CHO-NPSR cells, cAMP TR-FRET, antagonist mode; Potency, µM (top dose mostly 38.3 µM), for inactives: at the top dose activity change, negative = inhibition, actives largely listed as inhibitors; hit rate 1% among 220,000; AID 1461; further: on the % scale 0 is the no-effect control and ±100 the full control effect; nearly all actives have a fitted effect of over 50% in size; many of its hits are not listed in these tables
Epigenetic derep = derepresses silenced GFP reporter in murine cells; murine LDR cells, GFP reporter derepression, 30 h; Potency, µM (doses to about 53.9 µM), inactives show at the highest dose GFP activation, actives largely listed as activators; hit rate 0.2% among 280,000; AID 1865; further: % of control where 0% means no effect; nearly all actives have a fitted effect of over 60% in size
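Reporter derepression read as number of fluorescent GFP-positive objects, 20-120 um in size, counted by laser-scanning cytometer. Mouse LDR line with an epigenetically silenced CMV-GFP locus; compound incubation 30 h, 37 C.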
IMPase Li cell = cell-permeable IMPase inhibitors with lithium potentiation; Potency, µM (top dose mostly 59.4 µM), without a hit: at the top dose activity, negative = IMPase inhibition, usual class: inhibitors; hit rate 0.35% among 210,000; CHO-M1 cells, IP1 TR-FRET (IP-One), carbachol + lithium;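 further: IP1 builds up when IMPase is blocked and the TR-FRET signal falls; plate controls were basal vehicle for no effect and high inhibitor control for full effect; nearly all actives have a fitted effect of over 50% in size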
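Readout is a homogeneous TR-FRET IP1 immunoassay (Ex 320, Em 665 and 620), where raised cytosolic IP1 lowers signal. Cells were CHO-M1 treated 30 min at 37C with test compounds plus a little lithium; AC50 values came from Hill-equation fitting.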
KDM4E inh = inhibitors of human JMJD2E histone demethylase | Potency, µM (titrated, usually from 57.1 µM), without a hit: at the highest dose activity change, negative = inhibition, usual class: inhibitors | B2RXH2 | JMJD2E catalytic domain, FDH-coupled NADH fluorescence (FDH is formaldehyde dehydrogenase) | hit rate 1.6% among 230,000; active means well fitted inhibition curve with a large enough effect, not every such curve was filed as active; inconclusive means small, poorly fitted or top-dose-only effect, or another doubt; inactive means no such curve, though single readings can be large or run the other way;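 further: 0% = wells with enzyme and -100% = buffer wells without enzyme; nearly all actives have a fitted effect of over 50% in size; many of its hits are not listed in these tables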
GoLoco inh red = RGS12 GoLoco-Gai1 interaction inhibition; hit rate 0.44% among 230,000; Gai1:RGS12 GoLoco peptide FP, rhodamine, 10 min; P63096; Potency, µM (series often up to 61.6 µM), inactives show top-dose activity, negative = inhibition, most hits filed as inhibitors; active means well fitted inhibition curve with a large enough effect, not every such curve was filed as active; inactive means no such curve, though single readings can be large or run the other way; further: on the % scale 0 is the no-effect control and ±100 the full control effect; nearly all actives have a fitted effect of over 30% in size; many of its hits are not listed in these tables
An asterisk follows results filed as active; & = joins results of further samples; ! = not confirmed by another sample; [ ] = dose if it differs, or a comment. Unless noted, the call rests on the fitted dose curve; in most records, active means well fitted curve in the direction sought with a large enough effect; inconclusive means small, poorly fitted or top-dose-only effect, or another doubt; inactive means no such curve, though single readings can be large; an effect the other way counts as inactive or inconclusive. Potency means the concentration at half of the fitted maximal effect. These rows are one share of the data; the hit share may differ from the screen's.

Screening O=C(Oc1ccccc1)N1CCC[C@@]2(CCN(Cc3ccccc3)C2)C1 returned SMN2 splice up -3%, KinaseGlo FLuc -1%, RECQ1 helicase inactive, IMPase Li cell 4% and GoLoco inh red 5%.
CCOC(=O)C(O)(c1ccc(NC(=S)NC(=O)c2ccc(Cl)cc2Cl)cc1)C(F)(F)F (configuration not stated) was read as SMN2 splice up -58%[inhibitor], KinaseGlo FLuc 0%, RECQ1 helicase -6%, NPSR antagonist -49%, Epigenetic derep 0.0%, IMPase Li cell 10%, KDM4E inh -9% and GoLoco inh red 9%.
For CC(=O)OC[C@H](N)C(=O)c1ccccc1 the results were KinaseGlo FLuc 1%[39.9 µM], RECQ1 helicase -1%, Epigenetic derep -5.0%, IMPase Li cell inconclusive and GoLoco inh red -3%.
`CC(C)(O)C1O[C@H]2CC[C@@]3(C)[C@@](O)(CC[C@H]4Cc5c([nH]c6ccccc56)[C@@]43C)C2=CC1=O` (some centres not stated) gave SMN2 splice up -1%&20%&1%, RECQ1 helicase -12%, Epigenetic derep 0.8%&0.8%&1.1%, IMPase Li cell 20%&-20%&12% and GoLoco inh red 3%&-1%&0%.
For CC(=NCCN1CCOCC1)c1c(O)n(-c2ccccc2C)c(=O)[nH]c1=O the results were SMN2 splice up 3%, KinaseGlo FLuc -1%, RECQ1 helicase -4%, NPSR antagonist -2%[46.1 µM], Epigenetic derep 0.0%, IMPase Li cell 4%[38.3 µM], KDM4E inh 1% and GoLoco inh red 8%.
O=C(O)C[C@H]1NCc2cc3ccccc3nc21 was read as SMN2 splice up -3%[9.22 µM], KinaseGlo FLuc -2%[7.66 µM], IMPase Li cell 13% and GoLoco inh red 3%[14.2 µM].
`Cc1ccc2cc(C=C(C#N)C#N)c(Cl)nc2c1` gave SMN2 splice up 4%, KinaseGlo FLuc 0%, RECQ1 helicase -5%, NPSR antagonist -45%, Epigenetic derep 1.5%, IMPase Li cell -4%, KDM4E inh inconclusive and GoLoco inh red -20%.
Nc1cc(N2CCNCC2)c([N+](=O)[O-])cc1Cl was read as SMN2 splice up 2%, KinaseGlo FLuc 1%, RECQ1 helicase -5%, NPSR antagonist 6%, Epigenetic derep 0.0%, IMPase Li cell 0%, KDM4E inh -2% and GoLoco inh red 19%.
C=CC(=O)OCCN(C)C was read as SMN2 splice up 11%, RECQ1 helicase -12%, IMPase Li cell 8% and GoLoco inh red -2%.
Screening CC(=O)Nc1ccccc1C(=O)OCc1ccccc1F returned SMN2 splice up 24%, KinaseGlo FLuc 0%, RECQ1 helicase inactive, NPSR antagonist -6%, Epigenetic derep -3.0%, IMPase Li cell 6%, KDM4E inh inconclusive and GoLoco inh red -9%.
`CC(C)(C)C(O)(CCc1ccc(Cl)cc1)Cn1cncn1` (configuration not stated) gave SMN2 splice up 9%, RECQ1 helicase -5%, IMPase Li cell -4% and GoLoco inh red -6%.
Screening CC1CCC(NCCc2ccc3c(c2)OCO3)CC1 (configuration not stated) returned SMN2 splice up 10%, KinaseGlo FLuc -4%, RECQ1 helicase -10%, NPSR antagonist 0%[46.1 µM], Epigenetic derep -0.5%, IMPase Li cell 15%[38.3 µM], KDM4E inh inconclusive and GoLoco inh red 4%.
`CN[C@@H]1C[C@H](c2ccc(Cl)c(Cl)c2)c2ccccc21` gave KinaseGlo FLuc 0%, RECQ1 helicase inactive, Epigenetic derep -0.3%, IMPase Li cell 23%, KDM4E inh 8% and GoLoco inh red 1%.
Screening O=C1OC(c2cc(I)c(O)c(I)c2)(c2cc(I)c(O)c(I)c2)c2ccccc21 returned KinaseGlo FLuc 2%[39.9 µM], RECQ1 helicase 8.9µM*, Epigenetic derep 1.0%, IMPase Li cell 23% and GoLoco inh red -50%.
For COc1ccc(C2C(C(=O)N3CCC4(CC3)OCCO4)CC(=O)N2c2ccc(OC)cc2)cc1 (configuration not stated) the results were SMN2 splice up -9%, KinaseGlo FLuc 6%, RECQ1 helicase -3%, NPSR antagonist -10%[46.1 µM], Epigenetic derep 0.0%, IMPase Li cell 4%, KDM4E inh -8% and GoLoco inh red 3%.
For O=C(Nc1ccccc1)N1CC[C@@]2(CCCNC2)C1 the results were SMN2 splice up 1%, KinaseGlo FLuc -5%, RECQ1 helicase inactive, IMPase Li cell -10% and GoLoco inh red 6%.
`O=C(O)CP(=O)(O)c1ccc(Cl)cc1` gave SMN2 splice up -2%, KinaseGlo FLuc -6%, RECQ1 helicase -3%, NPSR antagonist -7%[46.1 µM], Epigenetic derep inconclusive, IMPase Li cell -4%[38.3 µM], KDM4E inh -2% and GoLoco inh red -7%.
`O=c1cc(O)c2ccccc2[nH]1` gave SMN2 splice up 5%, KinaseGlo FLuc 0%, RECQ1 helicase inactive, NPSR antagonist 8%, Epigenetic derep 1.7%, IMPase Li cell -4%, KDM4E inh inconclusive and GoLoco inh red 5%.
Screening Cc1ccc(N2Cc3ccccc3C2=N)cc1[N+](=O)[O-] returned SMN2 splice up 2%, KinaseGlo FLuc 4%, RECQ1 helicase -7%, NPSR antagonist 7%, Epigenetic derep 5.1%, IMPase Li cell 27%, KDM4E inh 2% and GoLoco inh red 0%.
COc1cc(OC)c(OC)cc1CNCCc1ccc(OC)c(OC)c1 was read as SMN2 splice up inconclusive, KinaseGlo FLuc 1%, RECQ1 helicase inactive, NPSR antagonist -4%[46.1 µM], Epigenetic derep 3.2%, IMPase Li cell 22%[38.3 µM], KDM4E inh -24% and GoLoco inh red 2%.
For CCN(CC)Cc1c[nH]c2ccccc12 the results were SMN2 splice up -2%, KinaseGlo FLuc -2%, RECQ1 helicase inactive, NPSR antagonist 9%[46.1 µM], Epigenetic derep 0.7%, IMPase Li cell -9%[38.3 µM], KDM4E inh inconclusive and GoLoco inh red 17%.
`C=CCOC(=O)C1=C(C)OC(N)=C(C#N)C12C(=O)N(CN1CCOCC1)c1ccccc12` (configuration not stated) gave SMN2 splice up 3%, KinaseGlo FLuc 1%, RECQ1 helicase -2%, NPSR antagonist -1%[46.1 µM], Epigenetic derep 2.0%, IMPase Li cell -3%[38.3 µM], KDM4E inh 47%[activator] and GoLoco inh red 4%.
Cc1ccc(S(=O)(=O)NCCC(=O)Nc2ccc(Cl)cc2C(=O)c2ccccc2)cc1 was read as SMN2 splice up -68%, KinaseGlo FLuc 0%, RECQ1 helicase -3%, NPSR antagonist -18%[46.1 µM], Epigenetic derep 1.0%, IMPase Li cell 24%, KDM4E inh 4% and GoLoco inh red -9%.
For CCCCCCCCc1ccc(O)cc1 the results were SMN2 splice up 3%, RECQ1 helicase 8%, IMPase Li cell 25% and GoLoco inh red 3%.
Screening COCc1cc(OC(=O)N(C)C)nc(-c2ccccc2)n1 returned RECQ1 helicase inactive, NPSR antagonist -2%, Epigenetic derep -1.0%, KDM4E inh 1% and GoLoco inh red -1%.
For CC(C)CN1CC2(CCN(C(=O)Oc3ccccc3)CC2)C1 the results were SMN2 splice up 1%, KinaseGlo FLuc -2%, RECQ1 helicase inactive, IMPase Li cell 2% and GoLoco inh red 14%.
Cc1c(OCC(F)(F)F)ccnc1CS(=O)c1nc2ccccc2[nH]1 (configuration not stated) was read as SMN2 splice up -10%, KinaseGlo FLuc -6%, RECQ1 helicase 25%, NPSR antagonist -12%, Epigenetic derep -7.0%, IMPase Li cell 0%&10%&6%&2%, KDM4E inh 14µM*! and GoLoco inh red 24%.
Screening CN1C2CCC1CC(OC(=O)c1ccc(Cl)cc1)C2 (configuration not stated) returned SMN2 splice up -18%, KinaseGlo FLuc 3%, RECQ1 helicase -6%, NPSR antagonist 2%[46.1 µM], Epigenetic derep -1.1%, IMPase Li cell 9%[38.3 µM], KDM4E inh 11% and GoLoco inh red 11%.
For C=CCn1c(O)c(/C(C)=N/N2CCCCC2)c(=O)[nH]c1=O the results were RECQ1 helicase 7%, NPSR antagonist 5%, Epigenetic derep 0.2%, KDM4E inh 4% and GoLoco inh red 3%.
Screening CCn1c(=O)n(CC)c2cc([N+](=O)[O-])c(N3CCNCC3)cc21 returned SMN2 splice up -4%, KinaseGlo FLuc 2%, RECQ1 helicase -5%, NPSR antagonist 21%, Epigenetic derep -1.1%, IMPase Li cell -5%, KDM4E inh -3% and GoLoco inh red 2%.
For C[C@]12CCC(=O)C=C1CC[C@@H]1[C@@H]2C(=O)C[C@]2(C)C(=O)CC[C@@H]12 the results were SMN2 splice up -63%[inhibitor], KinaseGlo FLuc 2%, RECQ1 helicase -9%, NPSR antagonist 22%, Epigenetic derep 1.1%, IMPase Li cell -2%, KDM4E inh -5% and GoLoco inh red 6%.
CCCNS(=O)(=O)c1ccc(OCC(=O)N2CCN(Cc3ccccc3)CC2)cc1 was read as KinaseGlo FLuc 3%, RECQ1 helicase 0%, NPSR antagonist -1%[46.1 µM], Epigenetic derep 0.0%, IMPase Li cell 18%[38.3 µM], KDM4E inh -4% and GoLoco inh red 3%.
Screening CCn1cc(CN2CCCC(C(=O)c3cccc(OC)c3)C2)c(C)n1 (configuration not stated) returned SMN2 splice up -35%[inhibitor], KinaseGlo FLuc -1%, RECQ1 helicase inactive, NPSR antagonist -7%, Epigenetic derep 1.1%, IMPase Li cell 19%, KDM4E inh -13% and GoLoco inh red 16%.

A draw from above in order of number of heavy atoms, low to high:
For CCCCCCCCc1ccc(O)cc1 the results were SMN2 splice up 3%, RECQ1 helicase 8%, IMPase Li cell 25% and GoLoco inh red 3%.
Screening CCn1cc(CN2CCCC(C(=O)c3cccc(OC)c3)C2)c(C)n1 (configuration not stated) returned SMN2 splice up -35%[inhibitor], KinaseGlo FLuc -1%, RECQ1 helicase inactive, NPSR antagonist -7%, Epigenetic derep 1.1%, IMPase Li cell 19%, KDM4E inh -13% and GoLoco inh red 16%.
Cc1ccc(S(=O)(=O)NCCC(=O)Nc2ccc(Cl)cc2C(=O)c2ccccc2)cc1 was read as SMN2 splice up -68%, KinaseGlo FLuc 0%, RECQ1 helicase -3%, NPSR antagonist -18%[46.1 µM], Epigenetic derep 1.0%, IMPase Li cell 24%, KDM4E inh 4% and GoLoco inh red -9%.
